Screening data: PubChem BioAssay, several laboratories
TAAR1 antagonist – human TAAR1 antagonism. Q96RJ0. CHO RD-HGA16 TAAR1, Fluo-8 calcium fluorescence, antagonist. inhibition, % at 3 µM. hit rate 1.5% among 360,000. AID 624466;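 active = inhibition above a per-plate cutoff, the mean inhibition of test compounds on that plate plus 3 SD, cut at about 49% in these data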;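 note: 0% = DMSO plus EC80 beta-PEA response and 100% = DMSO alone without agonist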
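Test system: CHO RD-HGA16 cells bearing hTAAR1 | Reagent: β-PEA, EC80 | Compound dosing: 3 µM, single point | Schedule: Dye loading 75 min at 37 °C, then 30 min room temperature | Signal: Calcium fluorescence with Fluo-8 | Evaluation: Percent inhibition of PEA-evoked calcium signal, max/basal emission ratio | Control set: DMSO-only wells and EC80 β-PEA-stimulated wells | Repeats: Singlicate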
M5 antag – blocks acetylcholine activation of human M5 receptor | CHO-hM5 cells, Fluo-8 calcium fluorescence, ACh EC80 | inhibition, % at 3 µM | hit rate 0.59% among 360,000;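 active = inhibition above a per-plate cutoff, the mean of that plate's test compounds plus 3 SD, cut at about 27% in these data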;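 note: 0% = acetylcholine EC80 with DMSO and 100% = DMSO without agonist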
Target sequence (P08912 whole entry, looked up): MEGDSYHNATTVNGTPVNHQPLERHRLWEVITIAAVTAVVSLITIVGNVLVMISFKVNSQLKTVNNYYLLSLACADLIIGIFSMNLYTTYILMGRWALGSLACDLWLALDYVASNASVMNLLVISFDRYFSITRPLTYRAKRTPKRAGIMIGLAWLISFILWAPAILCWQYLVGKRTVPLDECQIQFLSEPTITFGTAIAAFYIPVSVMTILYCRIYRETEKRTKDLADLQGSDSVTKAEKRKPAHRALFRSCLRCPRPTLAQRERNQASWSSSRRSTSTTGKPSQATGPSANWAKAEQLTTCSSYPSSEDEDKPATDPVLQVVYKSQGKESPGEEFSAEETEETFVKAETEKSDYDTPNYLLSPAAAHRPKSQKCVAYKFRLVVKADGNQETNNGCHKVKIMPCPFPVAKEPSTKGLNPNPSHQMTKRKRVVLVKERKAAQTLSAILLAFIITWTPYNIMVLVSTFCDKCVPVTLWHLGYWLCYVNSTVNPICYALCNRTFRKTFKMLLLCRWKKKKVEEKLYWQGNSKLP
CHRM5 agonist – agonists of human muscarinic M5 receptor (CHRM5); activation, % at 3 µM; P08912; hit rate 0.19% among 360,000; CHO-K1 hM5 cells, Fluo-8 calcium fluorescence; 0% DMSO wells, 100% maximal acetylcholine response;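 active = activation above the run's mean over test compounds plus 3 SD, cut at about 23% in these data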;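 note: signal is peak over basal fluorescence ratio across the kinetic read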
CRFBP-R2 block – CRF-BP/CRF-R2 complex antagonism | HEK293 CRF-R2/CRF-BP, CRF-induced calcium fluorescence | inhibition, % at 11.8 µM | hit rate 0.59% among 350,000 | AID 588475;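 active = inhibition of the ligand-induced calcium signal above about 50% at the single tested concentration, limit read from the data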
M1 PAM parental – M1 PAM counterscreen hit in parental CHO-K1 cells. activation, % at 3 µM. hit rate 0.02% among 360,000. ATP EC20, Fluo-8 calcium fluorescence; 0% at ATP EC20, 100% at ATP max. AID 602247;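 active = activation above the run cutoff, the mean activation of all test compounds plus 3 SD, cut at about 40% in these data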;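 note: peak over basal fluorescence ratio in a 140 s read after ATP addition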
M4 PAM – CHRM4 positive allosteric modulation; P08173; CHO-K1 hM4/Gqi5, Fluo-8 calcium fluorescence, ACh EC20; 0% = ACh EC20, 100% = maximal ACh; activation, % at 3 µM; hit rate 0.4% among 360,000; AID 624126;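 active = activation above its plate's cutoff, the mean activation of sample wells plus 3 SD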; note: some results filed as inactive read as strong as hits
Target sequence (P08173 whole entry, looked up): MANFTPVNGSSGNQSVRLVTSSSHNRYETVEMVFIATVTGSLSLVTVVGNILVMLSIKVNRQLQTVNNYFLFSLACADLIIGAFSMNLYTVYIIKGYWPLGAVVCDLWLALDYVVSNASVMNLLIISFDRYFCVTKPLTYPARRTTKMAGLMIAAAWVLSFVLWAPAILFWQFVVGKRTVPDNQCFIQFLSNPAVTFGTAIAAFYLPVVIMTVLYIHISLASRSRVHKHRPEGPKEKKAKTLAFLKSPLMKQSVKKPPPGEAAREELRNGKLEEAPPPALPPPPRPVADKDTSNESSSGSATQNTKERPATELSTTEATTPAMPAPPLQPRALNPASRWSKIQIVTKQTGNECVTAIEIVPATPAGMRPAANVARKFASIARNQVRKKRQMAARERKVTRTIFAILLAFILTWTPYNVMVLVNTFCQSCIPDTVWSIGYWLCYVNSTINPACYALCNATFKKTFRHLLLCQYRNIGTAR
CHRM5 PAM – potentiates acetylcholine response at human M5 receptor. P08912. activation, % at 3 µM. hit rate 0.3% among 360,000. CHO-K1 hM5, Fluo-8 calcium, ACh EC20 PAM; 0% = ACh EC20, 100% = ACh EC100;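 active = activation above the run cutoff, the mean activation of all test compounds plus 3 SD, cut at about 18% in these data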
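Measured by: Fluo-8 calcium fluorescence; material: human M5 receptor in CHO-K1 cells; schedule: Post-acetylcholine fluorescence recording 140 s; benchmarks: low control EC20 acetylcholine (0%), high control EC100 acetylcholine (100%); read-out: Max/basal fluorescence ratio as % of EC20–EC100 ACh window; compound: single dose, 3 µM nominal final test concentration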
TAAR1 agonist – human TAAR1 agonism; Q96RJ0; hit rate 0.99% among 360,000; CHO RD-HGA16 TAAR1, Fluo-8 calcium fluorescence; vehicle wells 0%, saturating PEA agonist 100%; activation, % at 3 µM;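 active = activation above the mean activation of all test compounds in the run plus 3 SD, cut at about 38% in these data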
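Assay system – CHO-derived RD-HGA16 cells with stable Gα16 and human TAAR1 · Compound dosing – one-point dosing at 3 µM (nominal) · Incubation – 17-24 h seeding, 75 min 37 °C dye, 30 min RT · Measured by – kinetic Fluo-8 calcium fluorescence · Control set – DMSO vehicle as 0%, PEA at EC100 as 100% · Repeats – single well for each compound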
CRFBP-R2 agonist – agonists of human CRF-binding protein/CRF-R2 receptor complex; AID 588473; HEK293 CRF-R2/CRF-BP, calcium dye fluorescence (FLIPR); percent of saturating CRF peptide response; hit rate 0.46% among 350,000; activation, % at 13.2 µM;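 active = activation of at least 50%, plus an integration ratio under a set limit after plate pattern correction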;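 note: plate controls were neutral control wells without compound for no effect and CRF at EC100 for full effect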
Starred values were filed as active, the others as inactive; nt = not tested or not shown.

SMILES | TAAR1 antagonist | M5 antag | CHRM5 agonist | CRFBP-R2 block | M1 PAM parental | M4 PAM | CHRM5 PAM | TAAR1 agonist | CRFBP-R2 agonist
CCOC(=O)c1[nH]c(=O)[nH]c1CSCCO | -1 | 9 | -2 | -10 | 5 | 0 | 2 | 0 | -1.6
O=C(CSc1ccc(F)cc1)Nc1ccc(Br)cc1 | 11 | 0 | -2 | 9 | 16 | -10 | -5 | 1 | 0.4
CSc1nc(C)c(C(=O)Nc2ccccc2)c(-c2ccco2)c1C#N | -3 | 0 | -8 | 6 | 15 | -3 | -1 | 2 | -1.5
CCC(O)C1CCN(Cc2cn(-c3ccc(OC)cc3)nc2-c2cccc(F)c2)CC1 (stereo not drawn) | 16 | 9 | 2 | -7 | 5 | 3 | -2 | 10 | -1.4
O=C(CN1CCCCC1)N1CCN(S(=O)(=O)c2ccccc2)C1 | -15 | 0 | -4 | 18 | -13 | 7 | -5 | 2 | -2.0
CC(CNC(=O)Cn1ccc(N)nc1=O)c1ccccc1 (stereo not drawn) | 6 | 11 | -2 | 4 | 6 | -2 | 0 | 2 | 10
CC1Cc2ccccc2N1Cc1cc(=O)c(OCC(=O)NCCc2ccccc2)co1 (stereo not drawn) | 11 | -1 | -1 | 10 | 13 | 5 | 4 | 0 | -0.6
CCN(CC)C(=O)c1[nH]cnc1C(=O)Nc1cccc(Cl)c1 | -7 | 6 | 1 | -25 | 17 | 1 | -10 | 12 | 0.0
C/C(=N\NS(C)(=O)=O)c1ccc(C)cc1 | -6 | 0 | -1 | 7 | 7 | -4 | -3 | 0 | 1.4
CC(=O)N1CCN(S(=O)(=O)c2cccc(C(=O)Nc3ccc(F)c(F)c3)c2)CC1 | -29 | 9 | 1 | 3 | 14 | -3 | -2 | 4 | -1.2
O=[N+]([O-])c1cccnc1Sc1ccc(Br)cc1 | 4 | 10 | -7 | 43 | 8 | -11 | -7 | -3 | -1.5
Cn1cnnc1SCC(=O)Nc1cccc(S(=O)(=O)N2CCOCC2)c1 | -10 | 1 | 0 | 6 | 28 | 12 | 0 | 2 | -1.6
CC(C)C(=O)Nc1nnc(SCC(=O)N2C(C)CCCC2C)s1 (stereo not drawn) | 2 | -8 | 1 | 1 | 6 | 5 | 7 | 3 | 1.2
Nc1nc(NCC2CCCO2)nc(Nc2ccc(Cl)cc2)c1[N+](=O)[O-] (stereo not drawn) | 5 | 18 | 2 | -27 | -7 | -9 | -15 | 0 | 0.0
O=C(NC(Cc1c[nH]c2ccccc12)C(=O)O)/C(=C/c1ccc(F)cc1)NC(=O)c1ccccc1 (stereo not drawn) | -18 | 10 | 0 | -11 | 24 | -3 | 0 | 3 | -0.8
COc1ccccc1NC(=O)CN1CCCCCC1 | -2 | 8 | -5 | 12 | -1 | 2 | 0 | -1 | 0.0
COc1ccc(CCC(=O)OCC(=O)N2CCN(S(=O)(=O)c3ccc(C)cc3C)CC2)cc1 | -11 | 5 | 2 | -6 | 11 | -1 | -10 | 1 | 2.2
OC(COc1cccc2ccccc12)CN1CCOCC1 (stereo not drawn) | -3 | 8 | 1 | -11 | 8 | 5 | 5 | 4 | -2.0
CC(=O)NC1C(Oc2ccc3c(C)cc(=O)oc3c2)OC(COC(C)=O)C(OC(C)=O)C1OC(C)=O (stereo not drawn) | 9 | 4 | -3 | 4 | 3 | 3 | 0 | 6 | -0.2
CC(C)(C)NC(=S)N1CCC(C(=O)c2ccc(Cl)cc2)CC1 | -5 | -2 | -7 | 3 | -16 | -11 | 13 | 0 | -0.6

Record cards (already shown). Screens in order: TAAR1 antagonist | M5 antag | CHRM5 agonist | CRFBP-R2 block | M1 PAM parental | M4 PAM | CHRM5 PAM | TAAR1 agonist | CRFBP-R2 agonist
Record of O=C(NC(Cc1c[nH]c2ccccc12)C(=O)O)/C(=C/c1ccc(F)cc1)NC(=O)c1ccccc1 (stereo not drawn) → -18 | 10 | 0 | -11 | 24 | -3 | 0 | 3 | -0.8
Record of CCC(O)C1CCN(Cc2cn(-c3ccc(OC)cc3)nc2-c2cccc(F)c2)CC1 (stereo not drawn) → 16 | 9 | 2 | -7 | 5 | 3 | -2 | 10 | -1.4
Record of CCOC(=O)c1[nH]c(=O)[nH]c1CSCCO → -1 | 9 | -2 | -10 | 5 | 0 | 2 | 0 | -1.6
Record of C/C(=N\NS(C)(=O)=O)c1ccc(C)cc1 → -6 | 0 | -1 | 7 | 7 | -4 | -3 | 0 | 1.4
Record of CC(=O)NC1C(Oc2ccc3c(C)cc(=O)oc3c2)OC(COC(C)=O)C(OC(C)=O)C1OC(C)=O (stereo not drawn) → 9 | 4 | -3 | 4 | 3 | 3 | 0 | 6 | -0.2

Remaining list, next part.
SMILES | TAAR1 antagonist | M5 antag | CHRM5 agonist | CRFBP-R2 block | M1 PAM parental | M4 PAM | CHRM5 PAM | TAAR1 agonist | CRFBP-R2 agonist
O=C1c2ccccc2C(=O)N1CCCc1c[nH]c2ccc(Cl)cc12 | 21 | 1 | -1 | -56 | 3 | 11 | 0 | 2 | 0.2
Cc1ccc(NC(=O)Nc2cccnc2)cc1 | -13 | 17 | -3 | -16 | 15 | 8 | 3 | 14 | -0.9
Cc1cc(=O)n2c3c(c4c(cc13)c(CN(C)C)cc(=O)n4C)OC2 | -10 | 5 | 3 | 2 | 3 | -2 | -14 | 2 | -2.8
O=C(NCc1ccco1)c1nn2c(C(F)(F)F)cc(-c3cccs3)nc2c1Br | 18 | 3 | -2 | -6 | 11 | -8 | -4 | -1 | 1.9
CCN(Cc1ccccc1)C(=O)c1ccc(Cl)cc1[N+](=O)[O-] | 18 | 2 | -3 | -28 | 14 | 12 | 6 | 2 | -4.3
Cc1cc(C)nc(NC(=O)/C=C/c2ccccc2Cl)c1 | 15 | -4 | -5 | 8 | 2 | 11 | 0 | -1 | 0.3
CCCCCCC(=O)Oc1cccc(N2C(=O)C3CCCCC3C2=O)c1 (stereo not drawn) | 17 | 0 | -3 | 30 | -7 | 6 | 5 | 3 | -2.3
Cc1cccc(NC(=O)C2C3C=CC(C4CC34)C2C(=O)O)c1 (stereo not drawn) | -26 | 8 | -1 | -10 | 13 | 6 | 6 | 5 | -0.9
Cc1cccc(C)c1NC(=O)C1c2ccccc2OCC(=O)N1CC(F)(F)F (stereo not drawn) | 0 | -8 | 2 | nt | -2 | 2 | -2 | 1 | nt
Cc1ccc(C2C(C#N)=C(N)N(c3cccnc3)C3=C2C(=O)CCC3)c(C)c1 (stereo not drawn) | 5 | 4 | -1 | 12 | -4 | 6 | 2 | 2 | 0.8
Cc1nc(-c2cccnc2)sc1C(=O)Nc1cccc(C(F)(F)F)c1 | 2 | 4 | -4 | 7 | 18 | 4 | -2 | 5 | -0.6
N#CCC(=O)N/N=C/c1ccc(Cl)cc1 | 1 | 6 | -4 | 2 | 6 | 8 | 0 | 6 | -0.1
CCCC(c1nnnn1Cc1ccco1)N1CCN(c2ccccc2)CC1 (stereo not drawn) | 5 | 1 | 0 | -6 | 26 | -4 | -3 | 1 | 0.6
CCOC(=O)C1=CCN(S(=O)(=O)c2ccc(C)cc2)C1c1cccc(Cl)c1 (stereo not drawn) | -5 | -2 | -5 | nt | -4 | -4 | -4 | -1 | nt
COCC(=O)Nc1ccc(Nc2ccccc2)cc1 | 7 | 10 | 0 | -4 | -5 | -2 | 9 | 2 | 0.0
COc1ccccc1CNC(=O)C1CCC(=O)N(CCCN2CCCC2=O)C1 (stereo not drawn) | -5 | 6 | -4 | 17 | 6 | -2 | -1 | 1 | -1.4
CCOC(=O)c1cc(C)n(-c2ccccc2)c1C | -47 | 9 | -4 | 5 | 15 | 2 | 4 | -1 | -0.5
COCC(=O)NC1CCN(C(=O)Nc2ccc(Br)cc2)CC1 | -11 | -8 | 0 | -4 | 0 | 12 | 10 | 8 | 1.2
CCCNc1c(NS(=O)(=O)c2ccc(Br)cc2)c(=O)oc2ccccc12 | -8 | 1 | 0 | 3 | -7 | -4 | -3 | 17 | -1.3
CCn1c(SCC(=O)N/N=C/c2cc(OC)c(O)c(OC)c2)nc2ccccc21 | 9 | -1 | 0 | 3 | 10 | -3 | -6 | 3 | 0.8
CCCNC(=O)COC(=O)c1cccnc1Nc1ccccc1F | -13 | -3 | -4 | 7 | -5 | 15 | 5 | -2 | -0.4
S=C(Nc1ccc(Cl)cc1Cl)N1CCN(c2ccccn2)CC1 | -24 | 6 | 2 | 0 | -2 | -2 | 4 | 3 | -0.3
COC(=O)c1ccc(Oc2ccc3nnc(C)n3n2)cc1 | -8 | -1 | 3 | -5 | -2 | 12 | 5 | -2 | -3.1
COc1ccccc1CCNC(=O)c1nccnc1C(=O)O | nt | 5 | -5 | 8 | 5 | 6 | -2 | nt | -0.5
CC(=O)OC(C(=O)NC1CCCCC1)c1ccccc1 (stereo not drawn) | -9 | 6 | -3 | 31 | -5 | 4 | -6 | 6 | 9.0
COC(=O)Cc1c(C)c2ccc(OCc3nn[nH]n3)c(C)c2oc1=O | -8 | -11 | 2 | -18 | 17 | 3 | 6 | 4 | -0.6
Cc1cccc(C)c1NC(=O)CN(C)C(C)C(=O)NCC(=O)Nc1ccc(F)c(F)c1F (stereo not drawn) | 7 | 13 | 1 | 3 | -5 | -4 | -3 | 12 | -0.9
Cc1ccc(OCCCCn2c(CO)nc3ccccc32)cc1 | 4 | 7 | -1 | 1 | 10 | 8 | -8 | 1 | 1.1
CSc1nnc(-c2cc(Br)ccc2N=Cc2c(C)[nH]n(-c3ccccc3)c2=O)c(=O)[nH]1 | -14 | 12 | 2 | -6 | -9 | -6 | -10 | 4 | -0.5
COCC(C)n1c(C)cc(C(=O)CSc2ccc(NC(C)=O)cc2)c1C (stereo not drawn) | -13 | -5 | -6 | -8 | 31 | 16 | 3 | 9 | -0.9
CC(C)(C)OC(=O)CNC(=O)c1nc[nH]c1C(=O)N1CCN(c2ccccc2)CC1 | 10 | 6 | 1 | -4 | 12 | 12 | 1 | 12 | -1.1
O=C(OCc1cc(=O)c(OC(=O)c2ccccc2)co1)c1ccccc1 | -5 | -4 | 1 | -8 | 11 | 8 | 7 | -1 | -3.4
COC(=O)c1sc2ccccc2c1NC(=O)c1ccc(S(=O)(=O)N2CC(C)CC(C)C2)cc1 (stereo not drawn) | -13 | -2 | -1 | -17 | 9 | 7 | -1 | 0 | 3.9
COc1cc2[nH]c(C(=O)Nc3ccc4c(c3)OCCO4)cc2c(OC)c1OC | -22 | -1 | 3 | -20 | 12 | 0 | 2 | 6 | -1.6
Cn1c(CCC(=O)O)nc2cc(S(=O)(=O)N3CCCCC3)ccc21 | -30 | -4 | 1 | 1 | 22 | 1 | 5 | 1 | -0.1
Cc1ccc([C@H]2N[C@]3(CCCN(Cc4ccco4)C3=O)[C@H]3C(=O)N(C)C(=O)[C@@H]23)cc1 | 6 | 4 | 0 | -1 | 16 | 2 | 1 | 0 | -2.3
